# Screening data deposited in PubChem by Sanford-Burnham Center for Chemical Genomics.
# CHOP UPR activ: activators of apoptotic CHOP UPR arm, primary screen, cell-based, CHO-CHOP luciferase reporter, luminescence, uHTS | UPR activation; percent of tunicamycin response over DMSO baseline | AID 449763, 2010 | 0.34% of 330,000 active | activation, % at 10 µM;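 active means at 10 µM dose, activation of 40% or more, normalized to positive control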;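 further: 100% = tunicamycin at 10 µg/mL and 0% = DMSO alone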
#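 Material: CHO-CHOP cells, stable luciferase reporter of PERK-eIF2a-CHOP signalling; quantity: 500 reporter cells seeded per well; buffer or medium: F12 medium containing 10% fetal bovine serum; compound: one dose, 10 µM in 0.5% DMSO; incubation: 6 h compound treatment, 37 °C; measured by: Steady-Glo luciferase luminescence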
# Mdm2 MdmX PPI: inhibitors of human Mdm2-MdmX association, primary screen, cell-based, luminescence, split luciferase, SaOS-2, uHTS | 3% of 330,000 active | SaOS-2 split-luciferase Mdm2/MdmX complementation | inhibition, % at 8 µM;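 active means inhibition of at least 50% at 8 µM in the primary screen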
# Target sequence (O15151 whole entry, looked up): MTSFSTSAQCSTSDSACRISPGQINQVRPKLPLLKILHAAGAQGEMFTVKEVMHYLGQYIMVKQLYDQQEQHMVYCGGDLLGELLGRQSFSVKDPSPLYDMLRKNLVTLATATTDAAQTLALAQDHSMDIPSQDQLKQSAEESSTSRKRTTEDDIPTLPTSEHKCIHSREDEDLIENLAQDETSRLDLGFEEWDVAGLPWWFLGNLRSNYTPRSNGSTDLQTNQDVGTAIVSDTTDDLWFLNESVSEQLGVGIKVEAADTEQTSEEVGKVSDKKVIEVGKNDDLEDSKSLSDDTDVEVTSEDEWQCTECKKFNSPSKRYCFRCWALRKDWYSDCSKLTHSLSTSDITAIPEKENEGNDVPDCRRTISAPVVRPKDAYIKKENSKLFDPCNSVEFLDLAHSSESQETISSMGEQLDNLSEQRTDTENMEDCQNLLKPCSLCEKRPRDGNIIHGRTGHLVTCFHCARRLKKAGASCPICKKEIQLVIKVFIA
# Target sequence (Q00987 whole entry, looked up): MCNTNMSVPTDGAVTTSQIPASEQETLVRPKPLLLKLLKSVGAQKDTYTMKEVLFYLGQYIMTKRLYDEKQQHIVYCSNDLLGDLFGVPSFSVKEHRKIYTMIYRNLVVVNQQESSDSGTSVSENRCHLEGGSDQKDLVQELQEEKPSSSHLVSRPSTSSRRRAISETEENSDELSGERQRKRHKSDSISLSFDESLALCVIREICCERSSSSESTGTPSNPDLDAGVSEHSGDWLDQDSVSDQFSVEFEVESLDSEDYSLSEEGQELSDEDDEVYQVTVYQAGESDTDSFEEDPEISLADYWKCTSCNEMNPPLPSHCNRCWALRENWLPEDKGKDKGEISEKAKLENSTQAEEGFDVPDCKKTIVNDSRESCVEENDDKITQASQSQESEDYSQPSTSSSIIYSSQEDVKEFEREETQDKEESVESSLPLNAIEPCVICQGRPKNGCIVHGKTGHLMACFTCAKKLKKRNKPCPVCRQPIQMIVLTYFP
# CXCR6 block: CXCR6 receptor inhibitors, primary screen, cell-based, beta-arrestin, luminescence, CHO-K1 PathHunter, 1536-well. C-X-C chemokine receptor type 6 (Homo sapiens), O00574. inhibition, % at 20 µM. 0.36% of 360,000 active. AID 602244, 2012; in the data active means inhibition above about 34%, passing the limit was not always enough;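 further: antagonist mode with CXCL16 agonist at 10 nM final; 0% = 10 nM CXCL16 with DMSO and 100% = unstimulated wells without agonist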
# APJ antag: antagonists of human apelin receptor APJ, primary screen, CHO-K1 cells, beta-arrestin complementation, luminescence; P35414; inhibition, % at 20 µM; 0.32% of 330,000 active; AID 2521, 2010;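 active means inhibition above about 40% at 20 µM, limit read from the data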;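 further: cells challenged with 10 nM apelin-13 agonist together with compound; plate controls were apelin-13 plus DMSO wells for no effect and DMSO wells lacking apelin-13 for full effect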
# APJ agonist: agonists of human apelin receptor APJ, primary screen, CHO-K1 cells, PathHunter beta-arrestin, luminescence; P35414; 0% DMSO wells, 100% apelin; activation, % at 20 µM; 0.11% of 330,000 active;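 active means activation more than six SD over the plate average, tested at 20 µM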;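 further: 0% = DMSO alone and 100% = apelin-13 at 10 nM; some results filed as inactive read as strong as hits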
#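 Assay system: CHO-K1 cells stably expressing ProLink-tagged human APJ and arrestin–beta-gal acceptor. Compound dosing: 20 µM single point, 1% DMSO. Times: 16-18 h seeding, 90 min dark compound exposure, 60 min detection. Detection: beta-gal luminescence. Evaluation: APJ–arrestin association signal. Controls: negative DMSO alone, positive Apelin-13 at 10 nM.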
# tim23-1 inh: growth inhibitors of tim23-1 mutant yeast, primary screen, luminescence, uHTS; AID 463212, 2010; inhibition, % at 20 µM; S. cerevisiae tim23-1 growth, BacTiter-Glo luminescence, 24 h; 1.3% of 330,000 active;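 active means growth inhibition of the mutant yeast at or above 50%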;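 further: temperature-sensitive mutant grown at 25 °C; plate controls were DMSO-treated mutant yeast for no effect and medium wells lacking yeast for full effect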
# tim10-1 inh: growth inhibitors of tim10-1 mutant yeast, primary screen, luminescence, uHTS; S. cerevisiae tim10-1 ts strain growth, BacTiter-Glo, 24 h; 2.2% of 330,000 active; AID 463190, 2010; inhibition, % at 20 µM;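 active means inhibition of at least 40%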;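 further: mutant grown at 25 °C; 0% = DMSO wells with yeast and 100% = wells holding no yeast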
# XBP1 UPR activ: activators of adaptive XBP1 UPR arm, primary screen, cell-based, CHO-XBP1 luciferase reporter, luminescence, uHTS; IRE1-XBP1 UPR activation; percent of tunicamycin response, DMSO as zero; activation, % at 20 µM; 0.33% of 330,000 active; AID 463104, 2010;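 active means versus positive control, 20 µM dose yields 30% or more activation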;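 further: 100% = tunicamycin at 10 µg/mL and 0% = DMSO only wells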
#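 Material: IRE1-XBP1 luciferase reporter CHO line / Quantity: one thousand reporter cells per well / Buffer or medium: F12 with 10% serum / Compound: 20 µM single concentration, DMSO 1% / Times: 6 h treatment, 37 °C / Detection: Steady-Glo luciferase glow luminescence, 10 min after reagent addition / Benchmarks: tunicamycin high, DMSO low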
# TIM10 inh: growth inhibitors of isogenic TIM10 control yeast, primary screen, counter-screen for tim10-1 yeast inhibitor project, luminescence, uHTS. S. cerevisiae TIM10 strain growth, BacTiter-Glo luminescence, 24 h. inhibition, % at 10 µM. 1.4% of 330,000 active. AID 463195, 2010;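 active means inhibition of 40% or more at the single tested concentration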;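 further: wild-type TIM10 isogenic control strain grown at permissive 25 °C; 0% = DMSO yeast wells and 100% = minimal medium wells without yeast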
# * = called active by the depositor; nt = not tested or not shown. This is a subset; the hit share may differ from the screen's.
Structure	CHOP UPR activ	Mdm2 MdmX PPI	CXCR6 block	APJ antag	APJ agonist	tim23-1 inh	tim10-1 inh	XBP1 UPR activ	TIM10 inh
C=CCn1c(SCC(=O)NCC(=O)OCC)nnc1-c1ccccn1	-1.0	-12	1	-10	-2	15	-1	1	5
CCCSc1nc(C)c(C(C)=O)cc1C#N	-2.9	26	4	24	-6	-41	-18	-1	1
NC(=O)C1CCN(C(=O)CSc2nc3c(c(-c4ccccc4)n2)CCCC3)CC1	0.1	-29	3	16	2	13	18	-2	16
O=C(c1noc2c1CCCC2)N1CCC(CO)(Cc2ccccc2Cl)CC1	-1.3	1	1	3	3	23	13	-5	-11
CN(C)CCNC(=O)/C(=C/c1ccc(-c2cccc([N+](=O)[O-])c2)o1)NC(=O)c1ccccc1	-2.2	43	-1	-6	-1	14	-9	0	2
CCCCC(=O)Nc1nc(C)c(-c2csc(Nc3cc(OC)ccc3OC)n2)s1	1.3	39	-10	-76	1	22	26	2	4
CCn1c2ccccc2c2cc(NC(=O)Cc3ccc(S(=O)(=O)N4CCOCC4)s3)ccc21	1.3	-17	5	8	7	5	12	1	3
Cc1ccc(OCC(=O)Nc2ccccc2C(=O)NC2CC2)cc1	0.7	-23	-4	-3	0	12	4	-1	7
Cn1c(N)c(C(=O)COC(=O)CCc2c[nH]c3ccccc23)c(=O)n(C)c1=O	0.7	7	-8	16	0	-13	-2	-1	2
CC1CN(S(=O)(=O)c2ccc(C(=O)Nc3ccc(S(=O)(=O)Nc4ncccn4)cc3)cc2)CC(C)O1 (configuration not stated)	0.2	19	2	4	-3	9	20	1	5
CCN(CC1CCCO1)C(=O)c1cc(COc2ccc(F)cc2F)on1 (configuration not stated)	1.5	8	-5	7	1	5	3	-7	-16
Cc1cc(NC(=O)CN2CCCC(C)C2)no1 (configuration not stated)	-1.3	11	-3	-3	-3	3	-2	1	-13
COc1ccc(CCN2CCCC(CN(C)C(=O)c3ccoc3C)C2)cc1 (configuration not stated)	2.2	-12	2	-5	4	16	3	-3	-2
CCOC(=O)c1sc2nc(C)c3c(c2c1N)CC(C)(C)OC3	-1.2	9	-1	5	-4	8	11	1	16
CCOC(=O)CNC(=O)N1c2ccccc2Sc2ccccc21	1.2	24	-1	-9	0	12	20	-1	-8
Cc1ccc(C(=O)Nc2nnc(-c3ccco3)o2)cc1C	0.5	13	17	-22	-2	11	39	2	25
CCCC(=O)NC(=S)Nc1ccccc1C(=O)OC	-0.3	9	6	23	-8	19	14	-2	11
Cc1c(/C=N/NC(=O)COc2ccccc2[N+](=O)[O-])c2ccccc2n1C	3.1	31	-17	15	0	1	2	6	20
Cc1cc(C)cc(C(=O)NCC(=O)OCC(=O)NCC(F)(F)F)c1	0.4	13	16	-1	-1	5	-5	-2	3
COc1ccccc1CCNC(=O)C1CCCO1 (configuration not stated)	-0.1	18	4	9	0	15	6	-2	-12
CCOc1ccc(Br)cc1CC(=O)O	-0.6	22	3	2	-4	19	8	-3	7
CN(C)c1nccc(N(Cc2ccccc2)Cc2ccccc2)c1C#N	6.3	4	14	8	-8	24	11	4	16
O=C(CN1CCN(C(=O)CNC(=O)c2ccc3c(c2)OCO3)CC1)Nc1ccc(F)cc1	0.3	-22	0	9	-5	6	-9	1	10
COc1ccc(CCNC(=O)CN(C2CCCCC2)S(C)(=O)=O)cc1OC	-0.1	-16	3	-3	0	41	5	-3	9
c1ccc(CSc2nnc(-c3ccccn3)n2-c2ccccc2)cc1	0.5	-20	-1	1	-2	44	37	-1	4
Cc1cccc(OCC(=O)N/N=C\c2cccn2C)c1C	1.0	16	-2	-1	0	12	19	-2	27
CCOCc1nnc(NC(=O)C2CC(=O)N(C3CCCC3)C2)s1 (configuration not stated)	1.6	-1	-12	17	1	-2	-16	2	3
CCOc1cc(NC(=O)c2ccco2)c(OCC)cc1NC(=O)CCc1ccccc1OC	1.6	39	11	-3	1	8	-7	-2	-20
Nc1cccnc1Sc1cc(Cl)cc(Cl)c1	0.2	2	4	-2	-2	25	26	0	29
CCOC(=O)N1CCC(=NNC(=O)NC2CCCCC2)CC1	0.3	10	-3	-4	-1	-2	19	1	3
O=C(Cc1ccccc1)N1CCC(C(=O)N2CCN(c3ccc(F)cc3)CC2)CC1	-1.7	5	-7	8	-4	10	0	-5	-2
S=C(N/N=C/c1cccc2ccccc12)Nc1cccc(Cl)c1	-1.2	-5	6	2	1	27	43*	1	-2
Cc1cc(C)cc(NC(=O)N2CCN(C/C=C/c3ccccc3)CC2)c1	-0.1	-4	9	4	-4	-4	24	-4	16
COc1cc(C(=O)NNC(=O)COc2ccc(C)cc2)ccc1OCC(=O)N1CCOCC1	2.2	-19	-2	15	-2	6	-1	0	6
CCNc1nc(Cl)nc(NCc2ccccc2)n1	0.3	19	-15	5	-4	1	16	5	4
Cc1cc(CNC(=O)COc2ccc([N+](=O)[O-])cc2)c2ccccc2n1	0.1	20	-4	-19	-1	16	4	-3	-15
Cc1ccc(NC(=S)N=Nc2c(O)n(C)c3ccc(S(=O)(=O)N4CCOCC4)cc23)cc1C	6.1	52*	3	-28	0	13	27	-2	8
COc1ccc(C(=O)Nn2c(CC(C)C)nc3cc(Cl)ccc3c2=O)c(OC)c1	1.2	-24	4	14	1	18	8	-3	-14
COc1ccc(CN2CCCC(C(=O)N3CCCCC3)C2)cc1 (configuration not stated)	-0.7	-22	3	-14	-4	-18	0	0	-13
O=C(NCC(c1cccnc1)N1CCOCC1)NC1CCCCC1 (configuration not stated)	-1.1	8	5	9	-2	9	1	-1	5

# Printed as active in Mdm2 MdmX PPI, among the entries above:
mol | Mdm2 MdmX PPI | CXCR6 block | APJ antag | XBP1 UPR activ
Cc1ccc(NC(=S)N=Nc2c(O)n(C)c3ccc(S(=O)(=O)N4CCOCC4)cc23)cc1C | 52* | 3 | -28 | -2

# Carrying on.
Structure	CHOP UPR activ	Mdm2 MdmX PPI	CXCR6 block	APJ antag	APJ agonist	tim23-1 inh	tim10-1 inh	XBP1 UPR activ	TIM10 inh
CCOC(=O)N1CCC(n2c(SCC(=O)N3CCC(C)CC3)nc3ccccc3c2=O)CC1	1.7	16	6	0	-1	23	19	-3	8
COc1ccc(S(=O)(=O)CC2(O)CCN(C(=O)CC(C)C)CC2)cc1	1.2	-10	2	11	-3	-5	7	-3	-8
CSc1ncccc1C(=O)OCC(=O)N(CC(C)C)C1CCS(=O)(=O)C1 (configuration not stated)	0.7	4	11	8	5	16	4	-1	-2
O=C(CCn1c(=O)oc2ccccc21)NCc1ccco1	0.3	18	4	-1	-3	-7	-9	3	0
COCCN1CCN(C(=O)C2CCC(=O)N(Cc3ccccc3OC)C2)CC1 (configuration not stated)	2.4	6	-7	13	1	9	0	-5	0
CC(=O)c1ccc(NC(=O)C[n+]2cccc(C)c2)cc1	-1.5	-19	-4	9	2	-5	-6	-4	-7
CCOC(=O)C1=C(C)NC2=C(C(=O)c3ccccc32)C1c1cccnc1 (configuration not stated)	1.0	15	6	12	-1	19	14	0	16
CSc1ccc(C(=O)C2CCCN(C(=O)c3ccc4c(c3)no[n+]4[O-])C2)cc1 (configuration not stated)	1.1	10	-18	-107	18*	49	24	-2	46*
CCOC(=O)C1CCN(C(=O)c2n[nH]c(=O)c3ccccc23)CC1	0.2	7	3	0	-6	0	9	-2	8
COC(=O)C1CCN(C(=O)COC(=O)CC(NC(N)=O)c2ccc(Cl)cc2)CC1 (configuration not stated)	-0.9	-1	-4	3	-2	12	4	0	0
O=C(CSc1ccc(Cl)cc1)NCc1ccco1	-0.4	-14	-6	-8	-4	7	8	-2	6
CCOC(=O)c1cc([N+](=O)[O-])sc1NC(=O)c1ccc(S(=O)(=O)N2CC3(C)CC2CC(C)(C)C3)cc1 (configuration not stated)	25	95*	18	35	-2	-1	5	18	7
CCC1C(=O)Nc2ccccc2N1C(=O)c1ccc(Cl)nc1 (configuration not stated)	1.2	14	2	13	0	-2	10	-1	0
CN(CC(=O)Nc1ccccc1Cl)CC(=O)Nc1cccc2ccccc12	0.1	1	2	-2	0	3	-4	0	3
Cn1c(C(C#N)C2=C(Cl)C(=O)N(c3ccccc3)C2=O)nc2ccccc21 (configuration not stated)	-1.7	-17	nt	-29	-3	15	17	-5	12
O=S(=O)(c1ccccc1)N1CCN(c2cc(-c3ccccc3)nc3ncnn23)CC1	1.6	-15	-12	-3	4	0	5	0	0
O=C(c1ccc(SCc2cccc(Br)c2)c([N+](=O)[O-])c1)N1CCN(c2ccccn2)CC1	0.8	13	13	-10	-2	21	30	-4	23
N[C@@H](Cc1ccc(O)cc1)c1nnc([C@H](CCC(=O)O)NC(=O)C2CCNCC2)o1	0.9	-11	-8	17	-1	11	9	-3	13
CCc1nnc(NC(=O)CSc2nnc(Cc3cccn3C)n2CCOC)s1	0.3	28	4	9	-1	-3	-9	0	-9
N#CCCN(C(=O)CSc1nc2ccccc2c(=O)[nH]1)c1ccc(F)cc1	1.8	-8	8	13	-3	5	1	0	6
CCCCc1nn(-c2cc(Cl)ccc2OC)c2c1C(=O)CC(C)(C)C2	3.6	29	2	-12	-1	30	26	-2	18
COc1ccc(NC(=S)N2CCN(S(=O)(=O)c3ccc(F)cc3)CC2)cc1OC	-0.3	-2	-9	2	3	8	-4	-7	3
COCCn1c(SCC(=O)Nc2cccc(OC)c2)nnc1-c1ccccc1	-2.6	-2	-5	-8	4	2	6	-3	0
O=C(CCCNC(=O)c1ccc(Cl)cc1)Nc1ccc(Br)cc1	3.9	8	-6	21	-3	-2	-18	-3	3
O=c1[nH]c(-c2ccc(-c3cccc(Cl)c3)o2)nc2ccccc12	74*	-13	-4	5	-4	7	7	92*	8
CC(C)C(O)(C#CCN1CCCC1)c1ccccc1 (configuration not stated)	0.0	10	3	5	-4	15	13	-2	3
O=[N+]([O-])c1ccc(/C=N/n2c(COc3ccccc3)n[nH]c2=S)cc1	0.3	9	2	-19	14*	12	8	4	19
Cc1ccc(C(C)C)cc1OCC(=O)NC1CCCCCCC1	2.4	0	2	-18	-4	20	13	0	18
Cc1csc(NC(=O)c2ccc(N3CCCC3=O)cc2)n1	-8.3	38	0	4	-3	5	4	-12	-9
